GSTO1 inh – blocks human GSTO1 in RBBP9 counter-screen. recombinant GSTO1, activity-based probe fluorescence polarization. inhibition, % at 5.96 µM. actives 1.1% (n = 300,000). AID 1974;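 active means inhibition above the campaign mean inhibition plus 3 SD, cut at about 35% in these data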;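 further: 0% = GSTO1-1 with DMSO and 100% = wells lacking GSTO1-1 enzyme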
Target sequence (P78417 whole entry, looked up): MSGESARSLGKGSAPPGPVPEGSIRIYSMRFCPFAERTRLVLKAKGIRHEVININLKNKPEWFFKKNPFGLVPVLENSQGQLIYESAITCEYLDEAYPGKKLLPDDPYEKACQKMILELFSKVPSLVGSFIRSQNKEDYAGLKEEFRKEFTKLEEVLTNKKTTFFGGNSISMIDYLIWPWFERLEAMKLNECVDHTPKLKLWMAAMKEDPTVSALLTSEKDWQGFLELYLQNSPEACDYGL
EBNA-1 inhibitor – blocks EBNA-1 binding to DNA. EBNA-1 DNA binding, fluorescence polarization. inhibition, % at 14.8 µM. actives 0.34% (n = 300,000); in the data active means inhibition above about 28%
PREPL inhibitor – inhibits the human prolyl oligopeptidase-like enzyme; Q4J6C6; recombinant PREPL, fluorescence polarization activity-based probe; inhibition, % at 5.96 µM; actives 0.68% (n = 320,000); in the data active means inhibition above about 43%;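 further: 0% = enzyme with DMSO and 100% = wells lacking enzyme; many of its hits are not listed in these tables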
LYPLA1 inh – LYPLA1 (human) inhibition in PME1 counter-screen; O75608; recombinant LYPLA1, FP-Rh probe fluorescence polarization; inhibition, % at 5.9 µM; actives 0.16% (n = 320,000); AID 2174;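 active means inhibition above the mean of all tested compounds plus 3 SD, set per campaign, cut at about 14% in these data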;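 further: inhibitors block serine hydrolase probe labeling of LYPLA1 so polarization falls; 0% = enzyme with DMSO and 100% = wells lacking LYPLA1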
Target sequence (O75608 whole entry, looked up): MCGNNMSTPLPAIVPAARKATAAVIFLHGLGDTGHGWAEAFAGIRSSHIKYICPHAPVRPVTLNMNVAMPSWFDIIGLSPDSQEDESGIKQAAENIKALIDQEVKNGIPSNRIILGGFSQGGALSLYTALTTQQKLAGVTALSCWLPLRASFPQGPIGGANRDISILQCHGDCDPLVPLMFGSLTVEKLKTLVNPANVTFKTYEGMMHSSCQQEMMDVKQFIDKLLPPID
ZTA counter – ZTA (EBV) inhibition in EBNA-1 counter-screen; ZTA-DNA binding, fluorescence polarization; actives 0.15% (n = 320,000); inhibition, % at 11 µM; in the data active means inhibition above about 33%
PAFAH1B3 FP inh – inhibitors of human PAFAH1B3; AID 492972; inhibition, % at 3.39 µM; actives 0.28% (n = 340,000); Q15102; recombinant PAFAH1B3, FP-rhodamine probe, fluorescence polarization;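 active means inhibition above the screen-wide average of all tested compounds plus 3 SD, cut at about 25% in these data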;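 further: 0% = enzyme with DMSO only and 100% = wells lacking PAFAH1B3 protein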
Target sequence (Q15102 whole entry, looked up): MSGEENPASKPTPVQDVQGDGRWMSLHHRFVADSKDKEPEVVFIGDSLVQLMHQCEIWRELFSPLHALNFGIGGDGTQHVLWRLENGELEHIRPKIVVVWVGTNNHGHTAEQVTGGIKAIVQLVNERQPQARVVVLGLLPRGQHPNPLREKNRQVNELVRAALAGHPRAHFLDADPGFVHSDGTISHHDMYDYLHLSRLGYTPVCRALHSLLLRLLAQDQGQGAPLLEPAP
LYPLA2 inh – LYPLA2 (human) inhibition in PME1 counter-screen; O95372; recombinant LYPLA2, FP-Rh probe fluorescence polarization; inhibition, % at 5.9 µM; actives 0.38% (n = 320,000);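 active means inhibition above the screen-wide mean plus 3 SD, limit set per campaign, cut at about 26% in these data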;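 further: 0% = LYPLA2 with DMSO and 100% = wells lacking LYPLA2 enzyme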
Target sequence (O95372 whole entry, looked up): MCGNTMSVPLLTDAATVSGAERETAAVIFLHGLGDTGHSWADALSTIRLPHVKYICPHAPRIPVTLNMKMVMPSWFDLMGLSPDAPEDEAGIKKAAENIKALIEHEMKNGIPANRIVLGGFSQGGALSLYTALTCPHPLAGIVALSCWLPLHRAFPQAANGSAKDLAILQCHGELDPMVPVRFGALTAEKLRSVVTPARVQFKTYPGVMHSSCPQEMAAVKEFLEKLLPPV
PAFAH2 FP inh – PAFAH2 (human) inhibition; inhibition, % at 3.39 µM; actives 0.99% (n = 340,000); Q99487; recombinant PAFAH2, FP-rhodamine activity probe, fluorescence polarization;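 active means inhibition above the mean over all tested compounds plus 3 SD, cut at about 30% in these data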;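 further: inhibitors block probe labeling of enzyme so polarization drops; 0% = enzyme with DMSO and 100% = wells lacking PAFAH2 protein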
PAD4 inh – blocks human protein arginine deiminase 4 | actives 0.41% (n = 330,000) | recombinant PAD4, RCA probe fluorescence polarization | inhibition, % at 6.36 µM;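 active means percent inhibition above a cutoff equal to the mean of all tested compounds plus 3 SD, cut at about 15% in these data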;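 further: 0% = PAD4 with RCA probe and DMSO and 100% = probe without PAD4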
Starred values were filed as active, the others as inactive; x = not tested or not shown; + = active, no number.

SMILES	GSTO1 inh	EBNA-1 inhibitor	PREPL inhibitor	LYPLA1 inh	ZTA counter	PAFAH1B3 FP inh	LYPLA2 inh	PAFAH2 FP inh	PAD4 inh
Cc1ccc(NC(=O)C(C)c2cccc(C(=O)c3ccccc3)c2)cc1 (stereo not drawn)	-1	12	-12	-6	-3	3	-8	5	1
COc1ccccc1C(=O)NC(=O)COC(=O)c1ccc([N+](=O)[O-])cc1Cl	4	-14	-6	3	-1	10	6	4	-1
CSc1ccc(Cl)c(C(=O)Nc2ccc(C)cn2)c1	1	2	3	1	1	6	6	4	1
COC(=O)CC/C(=N/Nc1ccc(Cl)c(Cl)c1)C(=O)OC	-2	-10	3	2	-9	4	-2	2	-5
CCN1CCN(S(=O)(=O)c2ccc(Cl)c(C(=O)Nc3ccccc3N3CCCCC3)c2)CC1	6	-2	20	0	-1	10	4	-4	3
Cc1cc(C)nc(NS(=O)(=O)c2ccc(NC(=O)C3CC3)cc2)n1	0	0	-4	0	6	0	9	4	-1
CS(=O)(=O)c1nc(-c2ccc(Br)cc2)n[nH]1	-1	-7	-4	2	3	6	1	-3	2
Cc1ccc(CC(=O)NNC(=O)c2ccncc2)cc1C	-5	-15	-2	-1	-5	-6	1	-6	2
CCOCCCNC(=O)/C(C#N)=C/c1cc(OC)c(O)c([N+](=O)[O-])c1	-3	6	7	2	0	2	11	2	-1
COC(=O)CNC(=O)COC(=O)/C=C/c1ccccc1[N+](=O)[O-]	7	-14	-1	-2	-10	17	-1	5	0
O=C(c1cccs1)N1CCC(c2nc3c(nnn3Cc3ccccc3Cl)c(=O)[nH]2)CC1	-2	4	3	0	-5	7	0	7	-3
CCOC(=O)C1CCN(S(=O)(=O)c2c(C)n[nH]c2C)CC1	-8	-2	2	1	-2	-5	3	12	0
CCOC(=O)N1CCN(C(=O)c2ccccc2-c2ccccc2)CC1	0	-8	-7	-6	0	-1	-5	6	-8
CC1CN(S(=O)(=O)c2ccc(CN3C(=O)c4cccnc4C3=O)cc2)c2ccccc2O1 (stereo not drawn)	4	7	-7	2	-4	5	5	3	5
COc1ccc(NC(=O)NNC(=O)COc2ccc3ccccc3c2)cc1OC	4	1	28	-3	0	8	-5	0	-5
Fc1ccccc1NC(=S)Nn1cnnc1	1	9	-7	-1	4	5	1	-6	-1
O=C(c1ccc([N+](=O)[O-])cc1)N1CCN(C(=O)C2CCCCC2)CC1	3	-1	12	2	-15	-2	4	6	0
CCn1c(SCCC(C)C)nnc1-c1c[nH]c2ccccc12	3	4	4	4	-7	1	1	4	0
CC(C)(C)c1ccc(CN(Cc2ccco2)Cc2nnnn2C2CCCC2)cc1	-2	-2	0	-2	-11	6	-5	2	-4
Cc1ccc(N(CC(N)=O)C2SC(=O)N(C)C2=O)cc1 (stereo not drawn)	1	13	-3	5	11	5	6	3	-1

Reprinted from the part before: 6 compounds; new compounds follow.
SMILES	GSTO1 inh	EBNA-1 inhibitor	PREPL inhibitor	LYPLA1 inh	ZTA counter	PAFAH1B3 FP inh	LYPLA2 inh	PAFAH2 FP inh	PAD4 inh
COc1ccc(NC(=O)NNC(=O)COc2ccc3ccccc3c2)cc1OC	4	1	28	-3	0	8	-5	0	-5
Fc1ccccc1NC(=S)Nn1cnnc1	1	9	-7	-1	4	5	1	-6	-1
O=C(c1ccc([N+](=O)[O-])cc1)N1CCN(C(=O)C2CCCCC2)CC1	3	-1	12	2	-15	-2	4	6	0
CCn1c(SCCC(C)C)nnc1-c1c[nH]c2ccccc12	3	4	4	4	-7	1	1	4	0
CC(C)(C)c1ccc(CN(Cc2ccco2)Cc2nnnn2C2CCCC2)cc1	-2	-2	0	-2	-11	6	-5	2	-4
Cc1ccc(N(CC(N)=O)C2SC(=O)N(C)C2=O)cc1 (stereo not drawn)	1	13	-3	5	11	5	6	3	-1
O=C(NCC1CCCO1)c1onc(CSc2ccccc2F)c1C(=O)O (stereo not drawn)	1	12	-5	0	15	-4	-6	17	5
COc1cc(OC)cc(C(=O)NNC(=O)c2ccccn2)c1	6	3	-14	-3	4	11	4	-1	0
O=C(COC(=O)CCc1ccc(S(=O)(=O)N2CCOCC2)cc1)NC1CCCC1	4	-1	1	2	-19	12	8	-5	0
Cc1ccc2c(c1)C1(OCCCO1)C(=O)N2CC(=O)NN	-1	-2	6	-1	12	x	1	x	-4
CCN(CC)C(=O)CC(c1cc(OC)c(OC)c(OC)c1)c1c(O)cc(OC)cc1OC (stereo not drawn)	2	-5	-3	0	-15	-5	1	-3	5
C/C=C(\C)C(=O)OC(C)(C)[C@H]1Cc2cc3ccc(=O)oc3cc2O1	4	6	-14	-5	3	12	-1	-1	-1
CC(C)(C)C(=O)N1CCN(S(=O)(=O)c2ccc3c(c2)OCCCO3)CC1	-6	1	1	-2	5	8	2	2	-4
OC(CN1CCNCC1)Cn1c2ccccc2c2ccccc21 (stereo not drawn)	2	-5	10	5	-12	8	0	-3	1
CN(Cc1nc(Cc2ccccc2F)no1)Cc1cccc2ncccc12	-1	13	-11	0	11	0	0	-2	0
COc1ccc(C(CNC(=O)c2ccc(S(=O)(=O)N3CC(C)CC(C)C3)cc2)N(C)C)cc1 (stereo not drawn)	x	x	6	x	x	4	x	0	1
CC(=O)Nc1ccc(S(=O)(=O)Nc2cc(Cl)ccc2N2CCOCC2)cc1	x	x	13	x	x	13	x	5	1
Cc1cc(N2CCOCC2)nc2ccc(NC(=O)CCC(=O)N3CCC(C)CC3)cc12	-1	-8	7	-1	9	3	0	-4	-3
O=C(Nc1ccccn1)c1ccc2c(c1)OCCO2	6	1	-1	1	-16	8	4	4	-5
Cc1ccc(Nc2c([N+](=O)[O-])c(=O)n(C)c3ccccc23)cc1C	0	-4	20	0	1	0	9	4	3
Cc1[nH]nc(N=Cc2c(O)n(C)c(=O)n(C)c2=O)c1-c1ccccc1	7	3	6	-3	7	x	5	x	-4
Cc1ccccc1NC(=S)N(Cc1cccnc1)Cc1ccccc1Cl	-6	1	-7	-1	-7	-1	6	0	-1
O=C(CNS(=O)(=O)c1c(F)cccc1F)NC1CCCc2ccccc21 (stereo not drawn)	x	x	0	x	x	7	x	4	-1
COc1ccc(C2=CN3CCCCC3CC2=O)cc1OC (stereo not drawn)	x	x	13	x	x	7	x	5	5
FC(F)(F)c1nnc2ccc(Cl)nn12	-9	6	19	7	-20	8	9	2	-4
O=C(c1ccccc1Br)N1CCCC(c2nc(-c3cccs3)no2)C1 (stereo not drawn)	-2	-10	1	1	-19	-1	1	5	-4
Cc1ccc(N2CC(C(=O)Nc3nnc(SCC(=O)NCC4CCCO4)s3)CC2=O)cc1C (stereo not drawn)	5	7	8	-4	-1	10	-10	5	-1
COc1ccccc1CC(=O)Nc1cc(Cl)ccc1O	5	8	-2	1	18	4	10	83*	-2
CCN(C[C@H]1N[C@@](Cc2ccccc2)(C(=O)OC)[C@H]2C(=O)N(Cc3ccccc3)C(=O)[C@@H]12)C(C)=O	x	x	18	x	x	7	x	3	-4
O=C(c1c(O)cc(O)cc1O)C1c2c(cc(O)c3c2O[C@H](c2ccc(O)cc2)[C@@H](O)C3)OC1c1ccc(O)cc1 (stereo partly drawn)	x	x	15	-16	4	10	-7	-3	-7
O=C(NC1CCN(S(=O)(=O)c2ccc(F)cc2)CC1)c1ccc(F)cc1	9	5	3	3	-12	2	6	0	-4
COCCCn1c(SC(C)C(=O)NC2CC2)nc2ccccc2c1=O (stereo not drawn)	4	9	-4	-2	-10	4	-4	2	-4
Cc1ccc(C2CC2c2n[nH]c(=S)n2-c2ccc(C)cc2)cc1 (stereo not drawn)	-1	-5	-15	-2	12	2	-5	-2	-1
CCOC(=O)Cc1csc(NC(=O)CSc2ccc(Br)cc2)n1	7	-2	-11	-1	-3	6	0	-2	3
O=C(/C=C/Nc1ccc(F)c(Cl)c1)c1ccco1	6	1	-8	-3	5	-4	-1	-6	2
CC1(C)CC(=O)C=C(NC2CCCC(O)C2)C1 (stereo not drawn)	3	-9	-1	0	-12	13	-3	12	-1
O=C(c1cc2c(s1)-c1ccccc1OC2)N1CCc2ccccc2C1	6	2	-2	-6	0	2	-8	5	-6
O=C(Cc1cccs1)Nc1nnc(-c2ccncc2)s1	0	-9	8	-4	1	-2	2	6	-4
CN1CCN(C(=S)c2ccc([N+](=O)[O-])cc2)CC1	-6	-25	6	1	-8	0	7	-3	-5
Cc1nnc(SCC(=O)Nc2cccc(S(=O)(=O)NC3=NCCCCC3)c2)n1Cc1ccccc1	7	0	6	-1	-6	8	-2	-3	2
CC1=NNC(=O)C(CC(=O)Nc2ccc(Cl)c(Cl)c2)C1 (stereo not drawn)	6	2	16	0	17	2	7	-5	-3
CN(C)c1ccc(N2CN=C3SCC(=O)N3C2)cc1	72*	+	25	-1	+	8	5	0	12
C/C(=N\Nc1nccnc1Cl)c1ccc(O)cc1	-3	3	-9	-3	14	4	-6	-10	0
Cc1cc(-c2nc3ncccc3o2)ccc1NC(=S)NC(=O)C(C)C	-1	-1	1	0	-4	2	2	0	-1
Cc1cc([N+](=O)[O-])nn1CCCC(=O)Nc1sc2c(c1C(N)=O)CCC(C)C2 (stereo not drawn)	-1	-7	-7	0	-11	5	-10	-5	-4
CCOC(=O)C(Sc1ncc(C#N)c(N)n1)C(C)C (stereo not drawn)	5	2	10	2	1	4	2	-8	6
COC(=O)Nc1nc(-c2cc(Cl)ccc2Cl)cs1	-1	8	9	0	11	3	3	0	2
FC(F)(F)c1ccccc1/C=N/N1CCN(Cc2ccccc2)CC1	-1	12	-3	2	17	9	8	0	1
CCOc1ccc(NC(=O)C2CC(=O)NC(N3CCc4ccccc43)=N2)cc1 (stereo not drawn)	2	2	4	0	-22	7	7	-2	0
CC(C)(C)C1CCC(=NNC(=S)Nc2cccnc2)CC1 (stereo not drawn)	5	3	9	2	2	-4	15	-1	2
O=C(COC(=O)c1cccnc1Cl)NC1CCCCC1	x	x	7	x	x	6	x	72*	-1
COc1ccc(F)cc1S(=O)(=O)Nc1ccncc1	2	-20	8	0	4	-1	-1	-6	1
C[C@@H]1O[C@@H](OC[C@H]2O[C@@H](Oc3c(-c4ccc(O)c(O)c4)oc4cc(O)cc(O)c4c3=O)[C@H](O)[C@@H](O)[C@@H]2O)[C@H](O)[C@H](O)[C@H]1O	28	0	2	-6	-1	20	-4	-17	1
CC(=O)c1c(N(C)C)ccnc1C(F)(F)F	-1	7	3	0	-4	14	10	-4	-1
C/C(=N\NC(=O)COc1ccc2ccccc2c1)c1cccs1	-8	3	4	-6	5	13	0	3	-2
Cc1ccc(NS(=O)(=O)c2cc(Br)cnc2N)cc1C	11	-7	11	2	-12	8	4	1	0
COc1ccc2c(c1)CCc1c(C(=O)NCC(C)C)noc1-2	-9	-2	16	0	-16	1	-1	-2	2
Cc1ccc(C)c(NC(=O)Cn2cc(C(=O)C3CC3)c3ccccc32)c1	-6	-13	-9	0	-26	6	1	-3	2
Cc1cc(C)c2c(n1)sc1c(N3CCN(CCO)CC3)ncnc12	2	0	7	0	6	-4	3	7	-1
Nc1nc(-c2ccc([N+](=O)[O-])cc2)cs1	-2	4	6	3	-15	-2	3	-6	3
c1ccc(-n2nnnc2Sc2ncnc3sc4c(c23)CCCC4)cc1	-2	10	-5	1	6	-2	4	-11	5
COc1ccc(Sc2nc(-c3ccccc3)ncc2C(=O)O)cc1	-1	-2	-7	-2	-13	4	-2	-1	-3
COc1ccc(S(=O)(=O)N(C(C)=O)c2ccc3oc(=O)sc3c2)cc1	32	-7	-1	-2	-1	4	0	2	22*
C[C@H](CO)N1C[C@H](C)[C@H](CN(C)Cc2ccc(-c3ccccc3)cc2)Oc2ccc(NS(=O)(=O)c3ccccc3)cc2CC1=O	x	x	27	x	x	-1	x	0	1

Screening data: PubChem BioAssay, The Scripps Research Institute Molecular Screening Center

An excerpt (hit frequency here may not be typical).
